MsrA act: bovine MsrA enzyme activators, primary screen, biochemical, absorbance, HTS; Methionine sulfoxide reductase A (Bos taurus); purified bovine MsrA, absorbance read-out; 360,000 tested, 0.3% active; AID 602163, 2012; activation, % at 10.6 µM; in the data active = activation above about 7.5%;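 note: 0% = vehicle and 100% = reference activator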
Scp1 inh: Scp-1 phosphatase inhibitors, primary screen, biochemical, colorimetric, uHTS | 340,000 tested, 0.88% active | inhibition, % at 20 µM | Recombinant Scp1, phosphopeptide, malachite green phosphate absorbance | AID 493091, 2011 | Carboxy-terminal domain RNA polymerase II polypeptide A small phosphatase 1 (Homo …;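 active = inhibition above about 50% at 20 µM, limit read from the data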;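 note: plate controls were DMSO wells with enzyme for no effect and wells lacking enzyme for full effect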
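Test system – truncated SCP-1 phosphatase (76-261aa) · Reagent – Phosphorylated 17-residue peptide substrate · Incubation – 45 min room-temperature reaction, 5 min colour, 30 min stabiliser · Detection – colorimetric phosphate reagent with accelerator and stabiliser, absorbance at 630 nm · Measure – % inhibition at 20 µM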
SUMO1-SIM PPI: modulators of SUMO1 protein-protein interactions, primary screen, biochemical, uHTS; Small ubiquitin-related modifier 1 (Homo sapiens), P63165; SUMO1 binding to a labelled peptide, TR-FRET, 1 h; inhibition, % at 20 µM; 360,000 tested, 0.33% active; AID 602429, 2012; in the data active = inhibition above about 37%
Target sequence (P63165 whole entry, looked up): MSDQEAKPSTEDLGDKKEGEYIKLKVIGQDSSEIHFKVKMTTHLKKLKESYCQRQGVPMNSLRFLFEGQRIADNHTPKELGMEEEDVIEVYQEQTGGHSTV
DNMT1 inh: human DNMT1 methyltransferase inhibitors, primary screen, biochemical, molecular beacon, fluorescence, HinP1I cleavage, uHTS; inhibition (reported as % activation of signal), % at 10 µM; 360,000 tested, 0.83% active; DNA (cytosine-5)-methyltransferase 1 (Homo sapiens), P26358; in the data active = inhibition above about 50%
Tb MetRS inh: T. brucei MetRS inhibitors, primary screen, biochemical, luminescence | 360,000 tested, 0.4% active | purified T. brucei MetRS, ATP depletion, Kinase-Glo luminescence | inhibition, % at 11.9 µM | methionyl-tRNA synthetase (Trypanosoma brucei brucei) | AID 624268, 2012;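 active = inhibition above a per-plate cutoff of the control wells' mean inhibition plus 3 SD, cut at about 5.5% in these data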;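 note: 0% = DMSO wells median and 100% = median of wells with control inhibitor compound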
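Material: parasite MetRS enzyme / Replication: singlicate, one well per compound / Signal: luminescence of leftover ATP / Schedule: 2 h aminoacylation at 25 °C after 15 min preincubation / Medium: HEPES-MgCl2-KCl buffer plus DTT, spermine, BSA, pyrophosphatase / Doses: 11.9 µM single point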
STEP inh: STEP phosphatase inhibitors, primary screen, biochemical, fluorescence intensity, uHTS. recombinant STEP, OMFP fluorogenic substrate. 360,000 tested, 0.25% active. inhibition, % at 20 µM. AID 588621, 2011;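 active = inhibition at 20 µM, scaled per plate between control wells, above about 37%, limit read from the data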;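 note: 0% = DMSO with enzyme and substrate and 100% = substrate only without enzyme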
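Also added – OMFP at 25 µM · Test system – STEP tyrosine phosphatase · Technique – FITC-channel fluorescence of OMFP product · Schedule – 20 min at room temperature, dark · Evaluation – control-normalized % inhibition with plate pattern correction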
CendR NRP1 mod: modulators of CendR peptide binding to NRP-1, primary screen, biochemical, fluorescence polarization, uHTS; Neuropilin-1 (Homo sapiens), O14786; FAM-RPARPAR peptide binding to NRP-1; inhibition, % at 25 µM; 360,000 tested, 0.85% active;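 active = inhibition or corrected inhibition above about 18%, plus a signal ratio from 0.5 to 1.5, limit read from the data, passing the limit was not always enough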; note: strong numbers were not always called active
eLon inh: inhibitors of E. coli Lon protease, primary screen, biochemical, fluorescence polarization; purified E. coli Lon protease; inhibition, % at 7.94 µM; 360,000 tested, 0.42% active; P0A9M0; in the data active = inhibition above about 13%, passing the limit was not always enough;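 note: 0% = enzyme with probe and DMSO and 100% = no enzyme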
Target sequence (P0A9M0 whole entry, looked up): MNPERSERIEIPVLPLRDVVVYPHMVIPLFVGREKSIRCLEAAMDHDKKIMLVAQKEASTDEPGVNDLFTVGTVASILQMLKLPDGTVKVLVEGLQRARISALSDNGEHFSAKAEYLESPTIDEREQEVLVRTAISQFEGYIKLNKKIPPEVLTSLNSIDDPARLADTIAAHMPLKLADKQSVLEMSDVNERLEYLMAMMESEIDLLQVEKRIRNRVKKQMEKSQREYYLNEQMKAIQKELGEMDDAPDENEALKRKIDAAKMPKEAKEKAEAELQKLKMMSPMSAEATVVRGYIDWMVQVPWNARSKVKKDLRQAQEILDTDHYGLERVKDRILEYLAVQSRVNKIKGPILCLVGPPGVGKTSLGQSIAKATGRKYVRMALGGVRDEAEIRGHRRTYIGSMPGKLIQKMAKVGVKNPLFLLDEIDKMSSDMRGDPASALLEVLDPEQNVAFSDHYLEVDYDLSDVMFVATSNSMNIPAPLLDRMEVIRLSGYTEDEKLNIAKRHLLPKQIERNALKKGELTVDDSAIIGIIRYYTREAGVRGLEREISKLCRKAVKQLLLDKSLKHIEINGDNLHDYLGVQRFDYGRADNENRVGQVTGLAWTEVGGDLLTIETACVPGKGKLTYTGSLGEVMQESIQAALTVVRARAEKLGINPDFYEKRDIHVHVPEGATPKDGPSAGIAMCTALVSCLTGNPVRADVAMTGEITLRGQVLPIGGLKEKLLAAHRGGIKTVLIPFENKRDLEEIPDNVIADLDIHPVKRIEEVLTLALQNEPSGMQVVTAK
LMPTP block: LMPTP phosphatase inhibitors, primary screen, biochemical, fluorescence intensity, uHTS; Low molecular weight phosphotyrosine protein phosphatase (Homo sapiens), P24666; recombinant LMPTP-A, OMFP fluorogenic substrate; inhibition, % at 20 µM; 360,000 tested, 0.22% active;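 active = compounds that cut the enzyme signal by at least half of the control window in the single-dose screen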;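 note: plate controls were DMSO wells with enzyme plus substrate for no effect and substrate without enzyme for full effect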
Target sequence (P24666 whole entry, looked up): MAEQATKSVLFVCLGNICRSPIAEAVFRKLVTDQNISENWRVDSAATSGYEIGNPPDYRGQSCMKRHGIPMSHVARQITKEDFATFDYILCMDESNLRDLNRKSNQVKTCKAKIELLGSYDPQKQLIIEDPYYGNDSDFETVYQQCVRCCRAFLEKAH
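Buffer or medium: Bis-Tris pH 6.0, DTT, detergent; Assay system: LMPTP-A enzyme; Quantity: 0.625 nM enzyme; Detection: endpoint fluorescence intensity; Times: 50 min dark incubation at room temperature; Controls: substrate-only low control, DMSO enzyme-plus-substrate high control; Doses: single 20 µM dose; Read-out: percent inhibition versus substrate-only and uninhibited controls; Reagent: 400 µM OMFP.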
MsrA inh: bovine MsrA enzyme inhibitors, primary screen, biochemical, absorbance, HTS; purified bovine MsrA, absorbance read-out; inhibition, % at 15.5 µM; 360,000 tested, 0.75% active; AID 651718, 2012; in the data active = inhibition above about 4.5%;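 note: 0% = vehicle wells with enzyme and 100% = reference inhibitor wells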
* marks the source's active call; other numbers are inactive results; . = not tested or not shown; & = joins results of further samples; ! = a repeat was not active. Only part of the results is shown. The share of hits here may be higher or lower than overall.

Values run as follows: MsrA act	Scp1 inh	SUMO1-SIM PPI	DNMT1 inh	Tb MetRS inh	STEP inh	CendR NRP1 mod	eLon inh	LMPTP block	MsrA inh
- CCOC(=O)c1c(/N=C/C2C(=O)NC(=O)NC2=O)sc2c1CCC2
    -10	3	3	3	-0.8	4	5	-11	1.8	0.2
- O=C1NS(=O)c2cc([N+](=O)[O-])cc([N+](=O)[O-])c21 (centres undefined)
    0	-1	-24	-1	0.0	-2	11	-6	-0.2	2.3
- Cc1cccc(-n2c(-c3ccc([N+](=O)[O-])cc3)nc3ccccc3c2=O)c1
    -4	-8	-7	-1	-0.9	1	7	-1	-0.5	3.3
- Cc1cc(C)c(S(=O)(=O)NCC2CCC(C(=O)N3CCC4(CC3)OCCO4)CC2)c(C)c1 (centres undefined)
    0	-4	-1	10	-0.6	-1	0	-1	-0.9	0.9
- CNP1(NC)=Nc2nn(-c3ccccc3)c(N)c2C(c2ccccc2)=N1
    -4	-25	-4	3	0.1	-5	-9	0	-1.8	1.1
- CC(C(=O)Nc1ccc(Br)cc1C(=O)c1ccccc1)N1CCCCC1 (centres undefined)
    -6	-7	0	-2	-0.6	0	1	24*	-1.9	1.5
- COC(=O)C1=C(c2ccc(F)cc2OCc2ccccc2)C[C@@H]2CC[C@H]1N2C(=O)N1CCC(O)(c2ccc(Cl)cc2)CC1
    -4	-7	2	-15	0.4	1	-4	-4	2.9	1.9
- Clc1cccc(N2Cc3cc(-c4ccccc4)ccc3-n3nncc3C2)c1
    -5	.	32	7	-0.1	-2	-130	16	3.6	0.3
- Oc1ccccc1-[n+]1c(-c2ccccc2)cc(-c2ccccc2)c(O)c1-c1ccccc1
    -1	15	9	7	-0.2	17	0	2	8.0	1.0
- CN1CC[C@@]2(C)c3cc(O)ccc3N(C)[C@@H]12
    1&-1	-9&-12	-11&-17	49&28	0.0&-0.4	1&0	28*!	0&10	4.7&2.5	1.0&-1.0
- Cc1ccc(/C=C2/C(=O)NC(=O)N(CC3CCCO3)C2=O)s1 (centres undefined)
    -3	-1	7	13	-0.5	3	-1	-8	-2.7	-1.6
- O=C(N/N=C1/CN2CCC1CC2)c1cc2ccccc2cc1O
    -1	-5	0	-9	-0.4	1	9	3	-7.3	2.0
- C=C[C@@H]1C2=CCOC(=O)C2=CO[C@H]1O[C@@H]1O[C@H](CO)[C@@H](O)[C@H](O)[C@H]1O
    6	-2	1	3	-0.2	1	24*	5	0.5	-0.3
- O=C(Cc1ccccc1)Oc1ccc(N2C(=O)C3CCCCC3C2=O)cc1 (centres undefined)
    -5	-9	-1	1	-0.3	-2	3	-6	-0.1	0.0
- Nc1cc(Cl)c2nonc2c1[N+](=O)[O-]
    -6	6	-7	13	0.6	-4	-4	1	-1.0	2.8

Later entries.
Values run as follows: MsrA act	Scp1 inh	SUMO1-SIM PPI	DNMT1 inh	Tb MetRS inh	STEP inh	CendR NRP1 mod	eLon inh	LMPTP block	MsrA inh
- CC(C)Cn1cc(C(=O)N2CCC3(CC2)OCCO3)c2c3ccccc3n(C)c2c1=O
    -5	0	2	1	-0.3	-3	-13	2	-1.2	2.9
- Cn1c(O)c(C(=N)COc2cccc(Cl)c2)c(=O)n(C)c1=O
    -4	-7	-1	-8	-0.4	-2	-6	-6	0.2	-0.3
- COC(=O)C1=C(c2cccc(OCc3ccccc3)c2)C[C@@H]2CC[C@H]1N2C(=O)NCCOc1ccccc1Cl
    0	-7	-8	-8	-0.4	2	1	-1	5.2	0.3
- CCN(CC)C(=O)Oc1ccc(NC(=O)N2CCOCC2)cc1
    1	-4	4	0	-1.2	1	-19	-7	1.5	-0.9
- CCCCCn1c(=O)c(C(=O)NC(C)c2ccccc2)c(O)c2ccccc21 (centres undefined)
    -3	6	4	2	-1.2	2	-8	2	2.4	-0.2
- COC(=O)C1=C(c2ccc(F)cc2F)C[C@@H]2CC[C@H]1N2C(=O)NCc1ccco1
    -2	-5	1	2	-0.2	1	-19	-8	-0.2	2.3
- O=C(COc1ccccc1Cl)N1CCCC(N2CCN(c3ccc(F)cc3)CC2)C1 (centres undefined)
    -4	-5	-4	0	-0.6	-4	1	-7	0.0	-0.2
- Cc1cccc(CCNCc2cc3ccc(C)cc3[nH]c2=O)c1
    -2	-2	-16	0	2.0	2	-1	-4	-1.0	1.7
- COC(=O)C1=C(c2cccc(OC)c2OC)C[C@@H]2CC[C@H]1N2C(=O)NC(C)C
    -3	1	-1	0	-0.4	-1	11	-8	-2.3	-1.0
- Cc1c(CC(=O)N2C[C@H]3C[C@@H](C2)c2cccc(=O)n2C3)c(=O)oc2c(C)c(O)ccc12
    -2	1	-1	-2	-0.2	1	23	-8	-2.3	2.4
- Cc1ccc(-n2c(O)c(C=Nc3ccc(S(N)(=O)=O)cc3)c(=O)[nH]c2=O)cc1
    -1	-6	-4	0	0.8	4	-4	-8	0.0	0.9
- CN(C)C1(CNC(=O)c2ccc(NS(=O)(=O)c3ccc(Cl)c(Cl)c3)cc2)CCCCC1
    0	4	1	5	-0.1	-2	8	7	0.3	0.4
- CN(C)C(Cc1ccccc1)C(=O)c1ccc(-c2ccccc2)cc1 (centres undefined)
    -10	0	-3	-3	-0.2	1	8	4	1.3	-0.8
- C=CCn1c(O)c(C(CC)=Nc2cccc(C(=O)O)c2)c(=O)[nH]c1=O
    -1	0	0	1	0.8	0	13	-9	-1.2	0.7
- CCNC(=S)N1CCn2cccc2C1c1cccnc1 (centres undefined)
    -3	-2	4	0	0.1	1	13	4	-1.4	2.6

Further entries
compound	MsrA act	Scp1 inh	SUMO1-SIM PPI	DNMT1 inh	Tb MetRS inh	STEP inh	CendR NRP1 mod	eLon inh	LMPTP block	MsrA inh
CC(=NCC1CCCO1)c1c(O)n(-c2ccccc2C)c(=O)[nH]c1=O (centres undefined)	-1	-10	5	2	0.0	-4	7	2	-2.2	-0.6
CCCOC(=O)c1ccc(-[n+]2c(-c3ccccc3)cc(-c3ccccc3)cc2-c2ccccc2)cc1	-5	5	-28	12	-0.2	1	-1	1	3.5	2.0
Cc1cc(O)c2c(c1)OC(C)(C)C1=C2CC(C)CC1 (centres undefined)	-3	-6	8	-8	-0.5	2	13	-8	4.3	-0.8
COC(=O)C1=C(c2ccc(F)cc2OCc2ccccc2)C[C@@H]2CC[C@H]1N2C(=O)NCCCOC(C)C	-6	2	5	7	-0.5	-1	-9	1	0.6	0.7
CCCCn1c(O)c(C(C)=NCc2ccc(F)cc2)c(=O)[nH]c1=O	1	-8	3	-22	-0.8	-2	4	12	-0.4	-0.6
OCC12CO[C@@H]3c4ccccc4[C@H](OC1)N32 (some centres undefined)	-2	-5	15	0	-0.7	2	3	0	-0.7	0.3
CC(C)[C@]12CC(=O)[C@H](C)[C@H]1C2	-12	-9	-1	-1	-0.5	-2	-27	3	0.2	-0.3
C[N+]12CN3CN(CN(C3)C1)C2	-3	36	2	5	-0.5	-4	7	5	-2.2	-1.2
O=C(CN1C(=O)CN=C(c2ccccc2Cl)c2cc(Cl)ccc21)NCc1ccco1	-6	0	0	-6	-1.2	-10	-4	-5	-0.3	0.8
Cc1noc(C)c1CC(=O)N1CCCC(N2CCN(c3ccccc3F)CC2)C1 (centres undefined)	-3	-2	3	-1	0.0	-3	17	1	0.3	0.3
COc1ccc2[nH]cc(CCN(C)C)c2c1	-7	-12	3	0	-1.2	0	-2	-7	-1.8	0.4
CC1CCCC(C)N1/N=C/c1c[nH]c2ccc(Br)cc12 (centres undefined)	1	-5	-5	-5	0.1	1	-8	4	0.4	-1.3

Copied from above, 2 compounds:
compound	MsrA act	Scp1 inh	SUMO1-SIM PPI	DNMT1 inh	Tb MetRS inh	STEP inh	CendR NRP1 mod	eLon inh	LMPTP block	MsrA inh
Cc1noc(C)c1CC(=O)N1CCCC(N2CCN(c3ccccc3F)CC2)C1 (centres undefined)	-3	-2	3	-1	0.0	-3	17	1	0.3	0.3
COc1ccc2[nH]cc(CCN(C)C)c2c1	-7	-12	3	0	-1.2	0	-2	-7	-1.8	0.4

Compounds from the list above that have a thiophene ring, fused or not, in the order listed:
compound	MsrA act	Scp1 inh	SUMO1-SIM PPI	DNMT1 inh	Tb MetRS inh	STEP inh	CendR NRP1 mod	eLon inh	LMPTP block	MsrA inh
CCOC(=O)c1c(/N=C/C2C(=O)NC(=O)NC2=O)sc2c1CCC2	-10	3	3	3	-0.8	4	5	-11	1.8	0.2
Cc1ccc(/C=C2/C(=O)NC(=O)N(CC3CCCO3)C2=O)s1 (centres undefined)	-3	-1	7	13	-0.5	3	-1	-8	-2.7	-1.6

Other structures:
compound	MsrA act	Scp1 inh	SUMO1-SIM PPI	DNMT1 inh	Tb MetRS inh	STEP inh	CendR NRP1 mod	eLon inh	LMPTP block	MsrA inh
O=C1CC(=O)N(c2ccccc2)C(=O)N1c1ccccc1	-1	-2	1	1	-0.9	2	-14	-38	-2.5	0.9
CCN1C[C@]2(C)CC[C@H](OC)[C@]34C2[C@H](OC(C)=O)[C@@]2(OCO[C@@]25C[C@H](OC)[C@H]2C[C@]3(O)C5[C@H]2OC)[C@@H]14	-9	3	2	2	-1.4	-2	13	-2	1.3	0.2
CCC(=NCc1cccnc1)c1c(O)n(-c2ccc(Cl)cc2)c(=O)[nH]c1=O	-2	-3	4	2	0.1	-1	3	-4	-3.6	1.3
CCN1CCN(Cc2ccccc2C)CC1	-2	-2	1	0	0.2	1	-5	3	-2.4	0.2

Assay outcomes as filed in PubChem.
